TEAD-YAP inh – TEAD-YAP interaction inhibition. 640,000 tested, 1.4% active. inhibition, % at 9.12 µM. HEK-TIYL cells, TEAD-Gal4/YAP UAS-luciferase luminescence; in the data active = inhibition above about 32%;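 also: 0% = median of test compound wells and 100% = reference inhibitor wells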
MITF primary – human MITF inhibition, primary screen; O75030; AlphaScreen MITF homodimerization, bead proximity signal; inhibition, % at 2.6 µM; 650,000 tested, 0.91% active; AID 1259374; in the data active = inhibition above about 50%;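 also: 0% = vehicle wells with protein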
Target sequence (O75030 whole entry, looked up): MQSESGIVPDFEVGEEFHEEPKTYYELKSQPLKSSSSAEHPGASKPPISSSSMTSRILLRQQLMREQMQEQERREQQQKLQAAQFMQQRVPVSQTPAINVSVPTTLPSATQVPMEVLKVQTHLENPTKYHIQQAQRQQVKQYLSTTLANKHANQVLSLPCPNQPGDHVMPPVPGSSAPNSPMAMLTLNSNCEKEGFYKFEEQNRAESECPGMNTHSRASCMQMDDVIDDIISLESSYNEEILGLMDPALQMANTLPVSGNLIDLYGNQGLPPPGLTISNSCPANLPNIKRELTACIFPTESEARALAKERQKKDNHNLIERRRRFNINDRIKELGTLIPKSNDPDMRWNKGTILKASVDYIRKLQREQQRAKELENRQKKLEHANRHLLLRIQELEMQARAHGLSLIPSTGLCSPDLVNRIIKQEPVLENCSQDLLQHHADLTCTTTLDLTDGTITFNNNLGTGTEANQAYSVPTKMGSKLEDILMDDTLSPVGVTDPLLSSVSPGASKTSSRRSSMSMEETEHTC
GPR151 ag – human GPR151 activation | PathHunter beta-arrestin GPR151 cells, luminescence | 650,000 tested, 1% active | activation, % at 11.2 µM | Q8TDV0; in the data active = activation above about 4.9%;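 also: 0% = median of compound wells and 100% = cells with positive control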
Target sequence (Q8TDV0 whole entry, looked up): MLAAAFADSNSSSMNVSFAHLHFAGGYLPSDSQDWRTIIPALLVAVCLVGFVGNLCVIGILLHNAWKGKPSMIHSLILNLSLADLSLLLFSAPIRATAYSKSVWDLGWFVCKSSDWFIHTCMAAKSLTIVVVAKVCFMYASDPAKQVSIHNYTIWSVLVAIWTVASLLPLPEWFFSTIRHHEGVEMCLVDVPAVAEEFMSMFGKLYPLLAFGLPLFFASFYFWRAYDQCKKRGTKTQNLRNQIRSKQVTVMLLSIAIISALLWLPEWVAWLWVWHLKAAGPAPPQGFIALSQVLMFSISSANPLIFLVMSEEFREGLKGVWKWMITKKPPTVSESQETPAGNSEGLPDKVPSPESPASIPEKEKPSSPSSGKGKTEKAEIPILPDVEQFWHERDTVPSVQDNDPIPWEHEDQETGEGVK
FBW7 activator – activators of human E3 ligase FBW7; AlphaScreen FBW7–phospho-cyclin E peptide binding, activator screen; normalized activity (activation), % at 26.1 µM; 650,000 tested, 0.13% active; in the data active = normalized activity above about 1.9%;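 also: purified mutant Fbw7 with reduced substrate affinity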
The depositor's hits bear a star.

A first look (three entries):
nr	Compound	TEAD-YAP inh	MITF primary	GPR151 ag	FBW7 activator
1	CCN1C(=O)/C(=C/c2ccco2)S/C1=N/S(=O)(=O)c1ccccc1	0	-8	3.9	-0.1
2	CN(C)c1cccc(Nc2nc3ccc(C(=O)NCCOc4ccccc4)cc3s2)c1	-47	-1	-1.3	-0.1
3	CCOC(=O)C1CCN(C(=O)c2nn(-c3ccccc3OC)c(=O)c3ccccc23)CC1	1	-1	-1.4	0.0

This part in full, previewed entries included:
nr	Compound	TEAD-YAP inh	MITF primary	GPR151 ag	FBW7 activator
1	CCN1C(=O)/C(=C/c2ccco2)S/C1=N/S(=O)(=O)c1ccccc1	0	-8	3.9	-0.1
2	CN(C)c1cccc(Nc2nc3ccc(C(=O)NCCOc4ccccc4)cc3s2)c1	-47	-1	-1.3	-0.1
3	CCOC(=O)C1CCN(C(=O)c2nn(-c3ccccc3OC)c(=O)c3ccccc23)CC1	1	-1	-1.4	0.0
4	O=S(=O)(c1ccc(C2=CSC3=NCCN23)cc1)N1CCOCC1	0	-4	-0.7	-0.1
5	COc1ccc(C2Oc3ccccc3C3CC(c4ccc(C)cc4)=NN32)cc1 (stereo not given)	-75	-3	1.5	-0.2
6	Cc1ccc(NC(=O)/C(C#N)=C\c2ccc(N3CCOCC3)o2)cc1	-46	15	1.6	0.0
7	CCCc1nc(SCC(=O)NC)c2c(C)c(C)sc2n1	-4	15	-0.1	0.2
8	CCOc1ccc(C2NC(C(=O)O)CS2)cc1OCC (stereo not given)	16	3	-0.8	0.1

Continued; the last two above are carried over.
nr	Compound	TEAD-YAP inh	MITF primary	GPR151 ag	FBW7 activator
7	CCCc1nc(SCC(=O)NC)c2c(C)c(C)sc2n1	-4	15	-0.1	0.2
8	CCOc1ccc(C2NC(C(=O)O)CS2)cc1OCC (stereo not given)	16	3	-0.8	0.1
9	NC(=NCc1ccccc1)c1cccc([N+](=O)[O-])c1	6	-5	-0.1	0.2
10	COC(=O)C1(Nc2c(Cl)cccc2Cl)/C(=C(\O)c2ccc(C)cc2)C(=O)C(=O)N1c1ccccc1 (stereo not given)	-46	22	0.8	-0.2
11	O=C(COC(=O)c1cccc(S(=O)(=O)N2CCCCC2)c1)NC(=O)NCc1ccco1	4	7	0.6	-0.1
12	O=C(C1CCN(Cc2cccc(OCc3ccccc3)c2)CC1)N1CCOCC1	0	41	-1.5	-0.2
13	COc1ccc(-c2nc(-c3ccc4c(c3)C(=O)c3ccccc3-4)c(-c3ccccc3)[nH]2)cc1	-2	-2	0.4	-0.3
14	FC(F)(F)Oc1ccc(-c2cnc3c(NCc4cccnc4)nccn23)cc1	10	19	0.6	-0.2
15	COc1ccc(-c2cc(C(F)(F)F)n3nc(C(=O)Nc4cccc(C(C)=O)c4)cc3n2)cc1OC	-4	9	-0.1	0.2
16	Cc1ccc(C(=O)Nc2ccc(I)cc2C)cc1	-39	3	0.2	-0.1
17	Cc1ccccc1N1C(=O)C(Cl)=C(Oc2ccc([N+](=O)[O-])cc2)C1=O	8	18	-1.6	0.6
18	CSc1ccc(C=Nc2ccc(S(=O)(=O)N=C(N)N)cc2)cc1	2	8	-0.2	0.1
19	O=C1OCC(CO)(CO)N=C1NNc1ccccc1Cl	-19	27	-2.7	0.8
20	O=C(Nc1nc(-c2cccnc2)cs1)C1COc2ccccc2O1 (stereo not given)	-8	11	0.2	0.1
21	CCSc1ccc2nnc(-c3ccc(OC)cc3)n2n1	-11	-1	-1.2	-0.1
22	CCOC(=O)c1ccc(N2C(=O)C3CC=C(Cl)CC3C2=O)cc1 (stereo not given)	-1	-5	0.1	-0.2
23	Nc1cc(OC(=O)c2ccco2)nn1S(=O)(=O)c1ccccc1	2	-5	0.4	-0.1
24	Cc1ccccc1C(=O)N1CCN(CCNC(=O)C(=O)Nc2ccc(Cl)cc2)CC1	10	-6	-0.1	0.0
25	CCN(CC)C(=O)CSc1nc2c(sc(=S)n2-c2ccc(C)cc2C)c(=O)n1-c1ccccc1	-1	-3	-0.1	-0.1
26	CCC1=Nc2cc(C(=O)NCCCN3CCOCC3)ccc2Sc2ccccc21	2	3	0.3	0.0
27	COc1ccc(C(=O)NC(=S)Nc2ccccn2)cc1OC	-27	-12	1.2	0.0
28	O=C(c1ccc2c(c1)C1C=CCC1C(c1ccc(Cl)cc1Cl)N2)N1CCCCC1 (stereo not given)	-7	11	-0.1	0.0
29	Cc1[nH][nH]c(=O)c1N=Nc1cccc(C(=O)Nc2ccccc2)c1	-7	5	2.7	0.2
30	CCOC(=O)C(NC(=O)c1ccc(OC)cc1)(Nc1ncccc1C)C(F)(F)F (stereo not given)	-14	-2	-0.5	0.0
31	COc1cccc(/C=C2\C(=O)NC(=S)N(c3cccc(C)c3)C2=O)c1OC	5	-3	0.5	0.0
32	O=C(CC1C(=O)NCCN1C1CCCC1)NCC1CCN(Cc2ccccc2)CC1 (stereo not given)	6	-124	2.3	0.5
33	COc1ccc(-c2cc(C(F)(F)F)n3nc(C(=O)Nc4cccc(Cl)c4Cl)cc3n2)cc1	-7	0	1.4	0.0
34	O=C(NCC1OCCc2ccccc21)C1COc2ccccc2O1 (stereo not given)	-1	-6	0.8	-0.1
35	CC(C)(C)c1ccc(C(=O)Nc2ccc3nc(SCC(=O)NC4CCCCC4)sc3c2)cc1	6	-1	-0.6	-0.2
36	Cc1ccc(CSc2nc3c(c(=O)[nH]c(=O)n3C)n2Cc2ccccc2)cc1	-2	-10	-0.8	-0.1
37	COCCN1C(=O)C(O)=C(C(C)=O)C1c1ccc(OC)c(OC)c1 (stereo not given)	11	3	-0.9	0.1
38	Cc1nc(NCCNC(=O)C2CC2)c2c3c(sc2n1)CCCC3	0	10	0.1	-0.1
39	O=C1c2cccnc2C(=O)N1c1c(F)cc(F)cc1Br	-7	3	0.0	0.0
40	COc1ccc(C2C(C(=O)Nc3ccccc3OC)CCC(=O)N2c2ccc(OC)cc2)cc1 (stereo not given)	0	-9	-1.6	0.0
41	Cc1ccc(-n2c3c(cc(C(=O)Nc4ccccc4Cl)c2=O)C(=O)CCC3)cc1	-9	10	-0.3	0.1
42	O=C(C1CCC(=O)N1C1CCCC1)N1CCN(c2ccc(F)cc2)CC1 (stereo not given)	4	7	0.1	0.0
43	O=C1Nc2ccccc2/C1=N\N1C(=O)c2ccccc2C1=O	4	4	1.1	0.1
44	O=C1N=C(N2CCCCC2)S/C1=C\c1cccs1	-26	-2	0.9	-0.1
45	CCOc1cc(/C=C2\C(=O)Nc3ccc(Br)cc32)ccc1O	-4	26	-1.6	0.3
46	O=C(Cc1cn(-c2ccc(N3CCN(c4ccccn4)CC3)nn2)c2ccccc12)NCc1cccnc1	-13	5	0.5	0.1
47	COc1ccc(C(=O)NCC(=O)NCC(=O)OCc2cccc([N+](=O)[O-])c2)cc1	-3	-6	-1.5	-0.2
48	CC1Cc2ccccc2N1CC(=O)NC(=O)NCc1ccco1 (stereo not given)	0	-4	-1.4	-0.2
49	COCCn1cnc2sc(C(=O)Nc3cccc(C(F)(F)F)c3)c(C)c2c1=O	-21	6	-0.1	0.0
50	CC(NC(CC(=O)Nc1ccc(Cl)cc1)C(=O)O)c1ccccc1 (stereo not given)	0	-6	-1.1	0.1
51	COc1cccc(C(=O)Nc2nc(COc3ccccc3)cs2)c1OC	-8	-10	1.9	0.0
52	CCOc1ccc2cc(C3CC(c4ccc(C)cc4)=NN3C(=O)CCC(=O)O)c(=O)[nH]c2c1 (stereo not given)	-11	35	-1.4	0.3
53	CC1=CC(C)(C)N(C(=O)C(C)N2C(=O)c3ccccc3C2=O)c2cc(C)c(C)cc21 (stereo not given)	-10	1	0.4	0.0
54	CC(=O)C(C(=O)N(C)C)n1cnc2c(nnn2-c2cccc(F)c2)c1=O (stereo not given)	4	-12	-0.1	0.0
55	Cc1nc2c(oc3ccccc32)c(=O)n1-c1ccccc1	-14	1	0.0	0.0
56	CCC(C)(C)NC(=O)CN(C(=O)C(=O)Nc1ccc2c(c1)OCCO2)N1CCOCC1	-10	2	0.7	-0.1

As entered above.
In FBW7 activator, compound 51 reads 0.0
In FBW7 activator, compound 53 reads 0.0
In FBW7 activator, compound 52 reads 0.3

Following part:
nr	Compound	TEAD-YAP inh	MITF primary	GPR151 ag	FBW7 activator
57	N#C/C(=C\C=C\c1ccccc1)C(=O)NCc1ccco1	-10	11	0.8	0.1
58	O=C(NCCN1CCOCC1)c1ccnc(-n2ncc3cc(Nc4cccc5ccccc45)ccc32)c1	8	15	-1.4	0.0
59	CCOC(=O)c1sc(N)c(C#N)c1CBr	10	-6	0.5	0.0
60	CC(=O)Nc1ccc(NC(=O)CSc2nc3ccccc3n2S(=O)(=O)c2ccccc2)cc1	-8	15	0.7	0.1
61	O=C1/C(=C/c2nc3n(c2O)CCCCC3)C=Cc2ccccc21	-2	11	-0.5	0.1
62	Cc1ccc(-c2ccc(/C=C3/C(=N)N4N=C(Cc5ccccc5)SC4=NC3=O)o2)cc1Cl	-4	-4	-0.3	0.1
63	Cc1ccc(C(=O)c2cc([N+](=O)[O-])ccc2N2CCN(C)CC2)cc1	51*	18	0.2	0.2
64	COc1ccc2c(CNCC3CCCO3)c(C(=O)O)n(Cc3ccccc3F)c2c1 (stereo not given)	14	12	-1.2	0.5
65	CN(CCC#N)C(=O)CSc1nc(-c2cccs2)c(-c2cccs2)[nH]1	6	-10	3.1	-0.1
66	COc1ccc(C2=NN3C(C2)c2ccccc2OC3c2ccc(OCc3ccccc3)cc2)cc1 (stereo not given)	-33	10	-2.1	0.0
67	Cc1ccc(S(=O)(=O)N2CC3c4ccccc4CCN3C2c2ccccc2)cc1 (stereo not given)	-1	10	-1.0	0.0
68	CC(C)n1c(Nc2nc3ccccc3n2C)nc2c(NCCCN3CCCC3=O)ncnc21	19	19	0.2	-0.3
69	NC(=O)c1ccnc(Nc2ccc3ncccc3c2)c1	6	7	-0.3	0.3
70	CCOc1ccc(C(=O)Nc2ccc3oc(-c4cccnc4)nc3c2)cc1	-3	0	0.0	0.0
71	COc1cc(-c2noc(C3CC(=O)N(c4ccc(C)c(F)c4)C3)n2)cc(OC)c1OC (stereo not given)	1	1	-1.2	0.1
72	COc1cccc(CN2CCNC(=O)C2CC(=O)NCc2ccccc2C)c1OC (stereo not given)	14	1	0.6	0.5

Along the list, as entered above:
MITF primary for nos. 65 to 69, in order: -10, 10, 10, 19, 7
TEAD-YAP inh for nos. 65 to 69, in order: 6, -33, -1, 19, 6
FBW7 activator for nos. 65 to 69, in order: -0.1, 0.0, 0.0, -0.3, 0.3

Carrying on.
nr	Compound	TEAD-YAP inh	MITF primary	GPR151 ag	FBW7 activator
73	COc1ccc(NC(=O)Cn2cnc3sc(C)c(S(=O)(=O)N4CCOCC4)c3c2=O)cc1Cl	-1	-7	1.3	0.1
74	Cc1ccc(N=Cc2nc(-c3ccc(Br)cc3)oc2O)cc1	3	11	0.0	0.1
75	N#Cc1c(NC(=O)c2ccc(Br)s2)sc2c1CCC2	-35	4	1.4	-0.1
76	O=C(C1CC(c2cccc(Br)c2)=NO1)N1CCc2ccccc2C1 (stereo not given)	-1	4	-0.3	0.0
77	C=CCOc1ccccc1CNCCc1ccc(S(N)(=O)=O)cc1	11	-6	1.8	0.0
78	Cc1c([N+](=O)[O-])ccc2nsnc12	4	-1	1.0	-0.2
79	CC(C)c1ccc(CNC(=O)c2ccc(=O)[nH]c2)cc1	11	0	-0.8	0.0
80	CC(=O)Nc1cccc(-c2csc(Nc3cccc(O)c3)n2)c1	-11	37	0.2	0.0
81	COC(CNc1ncnc2c1c(-c1ccccc1)cn2-c1ccc(Cl)cc1)OC	1	13	-2.2	0.8
82	FC(F)(F)c1ccc(Cn2cnc3c(NCc4ccccc4)nc(N4CCOCC4)nc32)cc1	2	9	0.2	0.0
83	Cc1c2c(n3c(nc4ccccc43)c1C#N)N(Cc1cccnc1)CC2	-3	4	1.6	-0.1
84	CC1=CC2=NC(=O)CC(C)(C(=O)N(CC(=O)NC3CCCC3)c3ccccc3F)N2C=C1 (stereo not given)	-3	-16	0.2	-0.1
85	CCOCCCn1c(SCC(=O)Nc2ccc(C(C)=O)cc2)nc2ccccc2c1=O	-41	5	0.3	-0.1
86	C(#Cc1ccc(C2Nc3ccccc3C(c3ccccc3)(c3ccccc3)O2)o1)c1ccccc1 (stereo not given)	-18	-2	0.9	-0.1
87	Cc1cc(OCC(=O)Nc2sc3c(c2C(N)=O)CCC3)ccc1Cl	9	13	-0.1	0.5
88	Cc1ccccc1N(CC(=O)NC1CCCCC1)C(=O)CCC(=O)Nc1nccs1	5	-7	-0.7	0.1
89	O=Cc1ccc(OC(=O)C2CCC(N3C(=O)C4CC=CCC4C3=O)CC2)cc1 (stereo not given)	2	9	-0.8	-0.1

Screening data as filed in PubChem.

Random draw from the library; any-hit rate near 3.4%.
